KDM5B inhibitor – Primary screen for KDM5B Histone Demethylases FDH-coupled qHTS; Lysine-specific demethylase 5B (Homo sapiens), Q9UGL1; KDM5B demethylase, FDH-coupled NADH fluorescence (FDH is formaldehyde dehydrogenase); Potency, µM (series often up to 57.7 µM), for inactives: top-dose activity change, negative = inhibition, usual class: inhibitors; 220,000 tested, 2.6% active; AID 1347165, 2019; active = well fitted inhibition curve with a large enough effect; inconclusive = small, poorly fitted or top-dose-only effect; inactive = no such curve, though single readings can be large or run the other way; note: 0% is about no effect; nearly all actives have a fitted effect of over 70% in size
Target sequence (Q9UGL1 whole entry, looked up): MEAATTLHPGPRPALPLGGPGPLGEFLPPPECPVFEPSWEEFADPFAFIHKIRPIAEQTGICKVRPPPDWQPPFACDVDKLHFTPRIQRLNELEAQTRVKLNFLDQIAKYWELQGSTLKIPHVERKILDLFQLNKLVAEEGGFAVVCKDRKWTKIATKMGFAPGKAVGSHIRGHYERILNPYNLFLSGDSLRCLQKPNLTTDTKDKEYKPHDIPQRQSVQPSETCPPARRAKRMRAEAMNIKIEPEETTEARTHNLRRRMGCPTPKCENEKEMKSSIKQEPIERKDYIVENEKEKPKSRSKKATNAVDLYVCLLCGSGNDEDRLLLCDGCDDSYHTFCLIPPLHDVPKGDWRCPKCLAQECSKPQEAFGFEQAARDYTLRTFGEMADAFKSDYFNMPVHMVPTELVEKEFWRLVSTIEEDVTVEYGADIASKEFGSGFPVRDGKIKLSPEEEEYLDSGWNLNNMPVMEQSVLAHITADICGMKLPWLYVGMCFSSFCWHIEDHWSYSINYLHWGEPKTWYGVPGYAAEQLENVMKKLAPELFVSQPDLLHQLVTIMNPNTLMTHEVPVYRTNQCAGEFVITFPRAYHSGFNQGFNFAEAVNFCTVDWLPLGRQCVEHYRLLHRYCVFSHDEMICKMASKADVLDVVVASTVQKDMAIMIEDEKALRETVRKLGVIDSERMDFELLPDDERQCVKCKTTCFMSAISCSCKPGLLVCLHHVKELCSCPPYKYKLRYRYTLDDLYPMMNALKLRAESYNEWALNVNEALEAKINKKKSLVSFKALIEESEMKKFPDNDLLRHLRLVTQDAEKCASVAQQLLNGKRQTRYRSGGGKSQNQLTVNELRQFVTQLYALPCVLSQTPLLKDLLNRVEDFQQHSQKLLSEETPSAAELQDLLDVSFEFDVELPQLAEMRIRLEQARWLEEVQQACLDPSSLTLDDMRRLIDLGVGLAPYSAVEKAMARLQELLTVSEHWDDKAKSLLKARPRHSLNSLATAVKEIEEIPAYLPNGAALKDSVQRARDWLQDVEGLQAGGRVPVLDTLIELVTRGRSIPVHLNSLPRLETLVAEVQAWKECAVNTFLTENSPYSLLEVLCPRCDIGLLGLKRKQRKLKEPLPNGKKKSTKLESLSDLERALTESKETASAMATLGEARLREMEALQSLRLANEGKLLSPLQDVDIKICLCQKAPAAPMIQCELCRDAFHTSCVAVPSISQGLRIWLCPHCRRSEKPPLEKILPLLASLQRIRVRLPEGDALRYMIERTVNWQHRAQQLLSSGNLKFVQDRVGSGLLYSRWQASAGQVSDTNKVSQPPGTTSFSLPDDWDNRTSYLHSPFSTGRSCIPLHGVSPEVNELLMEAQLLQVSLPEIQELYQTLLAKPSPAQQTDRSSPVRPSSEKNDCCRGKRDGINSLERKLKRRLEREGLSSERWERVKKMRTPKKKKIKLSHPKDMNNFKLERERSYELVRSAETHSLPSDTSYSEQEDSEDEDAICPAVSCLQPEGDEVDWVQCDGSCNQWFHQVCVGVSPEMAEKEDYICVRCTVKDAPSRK
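Compound dilutions met 200 nM (final) KDM5BΔAP for 10 min at room temperature before substrate addition. The substrate mix held 12.5 µM H3K4me3 with cofactors 25 µM α-ketoglutarate and 50 µM Fe²⁺. NADH signal gain over 30 min defined activity.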
* hit, by the source's call; i = inactive; ? = inconclusive; & = joins results of further samples; [ ] = dose if it differs, or a comment. Potency is the fitted concentration of half-maximal effect.

SMILES	KDM5B inhibitor
CC(=O)Oc1ccc2c(=O)c(-c3ccccc3)coc2c1	9%
CCN(CC)C(=O)C1N(C(C)C)C(=O)C12CCCC2 (stereo not given)	16%
CC(=O)c1ccc(NC(=O)COCc2cc(-c3ccc(F)cc3)on2)cc1	-1%
O=C(O)c1ccc2c(c1)n(Cc1ccccc1)c(=O)c1ccnn12	28µM*
CC(=O)Cn1ncc(N(C)Cc2ccccc2)c(Cl)c1=O	22%
CCn1nccc1C(=O)N1CCn2nnc(CCC(=O)NCc3ccccc3)c2C1	-9%
COC(=O)c1c(NC(=O)CN2CCN(c3ncccn3)CC2)sc(C(N)=O)c1C	-2%
COc1ccccc1NC(=O)Cc1nnc(SCC(=O)Nc2ccc(F)cc2F)n1C	13%
N#CCCN1CCN(C(C(=O)O)c2cn(CCC(=O)O)c3ccc(Br)cc23)CC1 (stereo not given)	8%
O=C(NC1CC(=O)N(c2cccc(F)c2)C1)C1CC1 (stereo not given)	-14%
O=C(NCC(c1cccnc1)N1CCc2ccccc21)c1cccc(Br)c1 (stereo not given)	20%
O=C(NCc1ccccc1)Nc1c(NC2CCCCC2)c2ccccc2oc1=O	16%
Cc1ccc(NC(=O)N2CCC(CCN)CC2)cc1	15%
Cc1nc(NC(=O)CSc2nnc(-c3ccncc3)n2C)sc1C	19%
COCCc1noc(-c2nc(-c3ccc(OC)c(OC)c3)no2)n1	-1%
COc1ccccc1CCNC(=O)c1ccc(NC(=O)CC2SC(N3CCCCC3)=NC2=O)cc1 (stereo not given)	-12%
N#CCCN1CCN(c2ccc(C(=O)O)cc2NS(=O)(=O)c2ccc(F)cc2)CC1	10%
COc1ccccc1-c1nccn1-c1ccc(CC(=O)NC2CC2)cc1	16%
Cc1ccc2nc(COCC(=O)N3CCn4nc(CO)cc4C3)[nH]c2c1	-2%
COC(=O)c1ccccc1NC(=O)COC(=O)CO/N=C(\C)c1ccc2c(c1)OCO2	?
Cc1ccc(S(=O)(=O)NCc2nc3nc(C)cc(C)n3n2)cc1	-16%
Cc1c(C(=O)c2cccc(C(F)(F)F)c2)c2ccccn2c1CCC#N	?
COCC(=O)N[C@H]1C[C@@H](Cc2cc(CN(C)Cc3ccccc3)on2)C1(C)C	-13%[86.2 µM]
O=C1NCCCCCCN(C(=O)Nc2ccccc2)[C@H]2CCCC[C@@H]12	4%
CC1=C[C@@H](CNC(=O)Nc2ccccc2)[C@H](C(C)C)C[C@H]1CC(=O)NCc1cccnc1	-18%[86.2 µM]
CCC1CN(Cc2nc(-c3ccc(OC)cc3F)oc2C)CCN1C(C)C (stereo not given)	?
CCC(C)(C)NC(=O)CNc1cccc(-c2nnnn2C)c1	12%
CCc1ccc(-c2cc(C(=O)NCc3ccco3)c3ccccc3n2)cc1	?
COc1ccc(OC)c(NC(=O)CC2CCOCC2)c1	-24%
CC(=O)NCC(c1ccc2c(c1)OCO2)N1CCN(c2ccccc2)CC1 (stereo not given)	-4%
Cc1cc(C)cc(C(=O)N2CCCC3(C2)NC(=O)N(Cc2cccc(Cl)c2)C3=O)c1 (stereo not given)	-26%
Fc1ccc(Nc2nc(NCC3CCCO3)nc3c2cnn3-c2ccccc2)cc1 (stereo not given)	?
Cc1csc2c(=O)sc(NC(=O)c3ccco3)nc12	?
CCc1nc(NCCO)c(C#N)c2c1CSC(C)(C)C2	?
COC(=O)c1ccc(CNC(=O)c2ccc(C(C)C)cc2)cc1	5%
O=C(NCC1CC1)c1cccc(OC2CN(Cc3cccc(F)c3F)C2)c1	2%
Cc1ccc(CNCC2CCNCC2)s1	-3%
O=C(COc1ccccc1)NC[C@H]1O[C@H](Cc2cc(CN3CCNCC3)on2)CC[C@@H]1O	?
COc1ccccc1N1CCN([C@H]2[C@@H]3OC[C@@H](O3)[C@@H](NC(=O)NC3CCCCC3)[C@@H]2O)CC1	-6%
N#Cc1cccc(-c2ccnc(N[C@H]3CO[C@H]4[C@@H]3OC[C@H]4OC(=O)Nc3cccc(C(F)(F)F)c3)n2)c1	-22%
Cc1cc(=O)oc2cc(NS(=O)(=O)c3ccccc3)ccc12	i
COc1ccc(C(=O)N2C[C@@H]3C[C@H](C2)c2ccc(NS(=O)(=O)c4cccc(F)c4)c(=O)n2C3)cc1	-15%
COc1ccc(CCNC(=O)CN(c2cc(C(F)(F)F)ccc2Cl)S(C)(=O)=O)cc1	-19%
COc1ccc(NC(=O)Cn2c(C)c3cnn(-c4ccccc4)c(=O)c3c2C)c(OC)c1	-22%
CN(CC1CCOCC1)C(=O)CCCc1ccccc1	0%
Cc1n[nH]c(C)c1C(N)C(=O)N1CCN(Cc2ccccc2C#N)CC1 (stereo not given)	-3%
COc1ccc(CNC(=O)c2cc3c(=O)[nH]c4ccc(C)cc4c3s2)c(OC)c1	?
Cc1ccc(C(=O)Cn2c(=O)n(CCc3ccccc3)c(=O)c3sccc32)cc1	?
CCN(CC)Cc1cccc(NS(=O)(=O)NCc2ccccc2)c1	-15%
COc1ccc(C[C@H](NC(=O)C2=C[C@@H](NS(=O)(=O)c3cccc(C(F)(F)F)c3)[C@@H](O)[C@H](O)C2)C(N)=O)cc1	-7%
COCCN(Cc1cccs1)C(=O)C1CC1	-4%
COc1ccc(C2=NN(CN3C(=O)C(=O)c4ccccc43)C(c3ccc(Br)cc3)C2)cc1 (stereo not given)	1%
CCCCc1ccc(NC(=S)NN2CCN(C)CC2)cc1	6%
COc1ccc2[nH]c(CN3CCC(CCC(=O)NCc4ccc(F)cc4)CC3)c(C)c2c1	?
Cc1ccc(NC(=O)N[C@@H]2C=C(C(=O)N[C@H](CC(C)C)C(N)=O)C[C@@H](O)[C@@H]2O)cc1	-28%[86.2 µM]
COC(=O)c1ccc(NC(=O)CCc2c(C)nn(-c3ccc(N4CCOCC4)nn3)c2C)cc1	0%&13%
CNC(=O)c1cc[nH]c1C1CCCN(C(=O)c2ccc(C)[nH]c2=O)C1 (stereo not given)	?
Cc1ccc2c(c1)N1C(=O)OC[C@@H]1CCN(C(=O)Nc1ccccc1)C2	-9%[86.2 µM]
CCc1ccc(C(=O)COC(=O)/C=C/C(=O)OCC(=O)c2ccc(CC)cc2)cc1	-21%
CN(Cc1cccc(C(F)(F)F)c1)Cc1ccccc1OCC(=O)O	?

Five records picked at random from the list so far:
SMILES	KDM5B inhibitor
Cc1nc(NC(=O)CSc2nnc(-c3ccncc3)n2C)sc1C	19%
COC(=O)c1ccccc1NC(=O)COC(=O)CO/N=C(\C)c1ccc2c(c1)OCO2	?
Cc1c(C(=O)c2cccc(C(F)(F)F)c2)c2ccccn2c1CCC#N	?
CCn1nccc1C(=O)N1CCn2nnc(CCC(=O)NCc3ccccc3)c2C1	-9%
CCc1nc(NCCO)c(C#N)c2c1CSC(C)(C)C2	?

Among those listed so far, these have fluorine.
SMILES	KDM5B inhibitor
CC(=O)c1ccc(NC(=O)COCc2cc(-c3ccc(F)cc3)on2)cc1	-1%
COc1ccccc1NC(=O)Cc1nnc(SCC(=O)Nc2ccc(F)cc2F)n1C	13%
O=C(NC1CC(=O)N(c2cccc(F)c2)C1)C1CC1 (stereo not given)	-14%
N#CCCN1CCN(c2ccc(C(=O)O)cc2NS(=O)(=O)c2ccc(F)cc2)CC1	10%
Cc1c(C(=O)c2cccc(C(F)(F)F)c2)c2ccccn2c1CCC#N	?
CCC1CN(Cc2nc(-c3ccc(OC)cc3F)oc2C)CCN1C(C)C (stereo not given)	?
Fc1ccc(Nc2nc(NCC3CCCO3)nc3c2cnn3-c2ccccc2)cc1 (stereo not given)	?
O=C(NCC1CC1)c1cccc(OC2CN(Cc3cccc(F)c3F)C2)c1	2%
N#Cc1cccc(-c2ccnc(N[C@H]3CO[C@H]4[C@@H]3OC[C@H]4OC(=O)Nc3cccc(C(F)(F)F)c3)n2)c1	-22%
COc1ccc(C(=O)N2C[C@@H]3C[C@H](C2)c2ccc(NS(=O)(=O)c4cccc(F)c4)c(=O)n2C3)cc1	-15%
COc1ccc(CCNC(=O)CN(c2cc(C(F)(F)F)ccc2Cl)S(C)(=O)=O)cc1	-19%
COc1ccc(C[C@H](NC(=O)C2=C[C@@H](NS(=O)(=O)c3cccc(C(F)(F)F)c3)[C@@H](O)[C@H](O)C2)C(N)=O)cc1	-7%
COc1ccc2[nH]c(CN3CCC(CCC(=O)NCc4ccc(F)cc4)CC3)c(C)c2c1	?
CN(Cc1cccc(C(F)(F)F)c1)Cc1ccccc1OCC(=O)O	?

Remaining list, next part:
SMILES	KDM5B inhibitor
COc1ccc(C2Cn3nnc(C(=O)N4CCC(C(=O)NC(C)c5ccccc5)CC4)c3CO2)cc1 (stereo not given)	-1%
Fc1ccc(-c2nc(CC3CCNC3)no2)cc1 (stereo not given)	-8%
COc1ccc(/C=C(\NC(=O)c2ccc(C)cc2)C(=O)NCCCn2ccnc2)cc1	29%
COc1ccc2oc(-c3ccc(NC(=O)CC(C)C)cc3)nc2c1	5%
Nc1nnc(SCC(=O)Nc2ccccc2C(F)(F)F)s1	-10%
O=C(O)c1ccc(N2CCOCC2)cc1	17%
CSc1cccc(NC(=O)N[C@H]2C[C@@H](C(=O)N[C@@H](CCCNC(=O)CC(C)(C)C)C(N)=O)N(C(=O)CC(C)(C)C)C2)c1	31%
CCN1C(=O)C2CC3(CCN(C(=O)c4ccn[nH]4)CC3)CN2C1=O (stereo not given)	19%
CCOc1ccc(CNC(=O)c2ccc3nc(Cc4ccccc4F)oc3c2)cc1OC	3%
COc1cccc(NC(=O)c2oc3ccc(S(=O)(=O)N4CCOCC4)cc3c2C)c1	-6%
Cc1cccc(NC(=O)N2CCC(CCNC(=O)c3cc(F)ccc3F)CC2)c1	-8%
COc1ccc(-n2nnc(C(=O)OCc3ccc(C)cc3C)c2C)cc1	13%
Cn1c(SCc2ccc(Br)cc2F)nnc1-c1cnccn1	15%
Cc1cc(C(=O)N2CCCN(Cc3ccncc3)C(c3ccccc3)CC(=O)NCC2)nn1C (stereo not given)	?
C=CCOc1cccc(NC(=O)c2ccccc2Cl)c1	18%
O[C@H]1[C@H](n2cc(-c3cccc(F)c3)nn2)c2ccccc2C12CCNCC2	3%
O=C(CSc1ncnc2ccccc12)Nc1cc(Cl)ccc1Cl	2%
Cn1cc(CN[C@H]2[C@H](O)[C@H](O)C[C@@H]2c2ccc(N3CCOCC3)nc2)cn1	40µM*
CCOC(=O)c1c(C)n(-c2ccccc2)c2ccc(OC(=O)COc3ccc(Cl)cc3)cc12	-14%
Cc1ccc(S(=O)(=O)N2CCC3(CC2)NC(=O)c2ccccc2N3)cc1C	-47%
COc1ccc(-c2cc(C(=O)N3CCOCC3)c3c(C)nn(-c4ccccc4)c3n2)cc1	79µM*
Cc1ccc(C)c(NC(=O)CSc2ncc3c(n2)-c2cc(Cl)ccc2N(Cc2ccccc2F)S3(=O)=O)c1	25%
Cc1nn(C)cc1CN(C)C(=O)CCn1nc(C(F)(F)F)c(Br)c1C	11%
Nc1cc(S(=O)(=O)O)cc2cccc(S(=O)(=O)O)c12	?
CCOC(=O)CN(Cc1ccccc1)C(C(=O)NC1CCCCC1)c1ccccc1 (stereo not given)	-8%
CC(C)(C)c1ccc(C(=O)N/N=C/c2ccc3ccccc3c2)cc1	-10%
COc1ccc2nc(/C=N/NC(=O)CCCCCNC(=O)OC(C)(C)C)ccc2c1	?
Cc1cc2oc(=O)cc(-c3cc4ccccc4o3)c2cc1O	5%
Cc1ccc(C(=O)N/N=C2/CC(C)CC(C)(C)C2)c(C)c1 (stereo not given)	29%
COc1ccc(CN2C(=O)NC(C)(c3ccc(C)cc3)C2=O)cc1F (stereo not given)	-2%
Cc1ccc(NC(=O)COC(=O)c2ccc(C3Nc4ccccc4S(=O)(=O)N3)cc2)cc1 (stereo not given)	?
CC(=O)c1cn(CCOc2ccccc2F)c2ccccc12	17%
Cc1oc2ncn(C)c(=O)c2c1C(=O)Nc1ccccn1	-2%
Cc1ccc(C)c(NC(=O)CSc2nc(=O)n(CCN3CCOCC3)c3c2CCC3)c1	-23%
O=C(Nc1cccnc1)c1ccnc(-c2nnc3ccc(N4CCOCC4)nn23)c1	?
CC(=O)C(Sc1ccc([N+](=O)[O-])cc1)C(C)=O	11%
COc1cccc(CC(=O)NCc2cc(N3CCOCC3)ncn2)c1	12%
CC(=O)N1CCN(Cc2nc3c(n2Cc2ccccc2)C(=O)N(Cc2cccc(Cl)c2)CCN3)CC1	8%
Cc1nc(C)c(C(=O)N2CC[C@H](N3CCN(C)CC3)[C@H](CCC(=O)O)C2)o1	17%
CCOc1ccc(CC(=O)NC2CCCN(c3cc(-c4ccc(F)cc4)[nH]n3)C2)cc1OCC (stereo not given)	7%
O=C(Nc1ccccc1)N1CCC2(CC1)SCC(=O)N2c1ccc(Cl)cc1	3%
COC(=O)c1ccc2nc(CO[C@H]3CN(C4CCOCC4)C[C@H]3F)[nH]c2c1	-32%[86.2 µM]
Cc1noc(/C=C\c2ccc(S(=O)(=O)N3CCc4ccccc43)cc2)c1NC(=O)C1CC1	?
COc1ccc(NCC(=O)NNC(=O)CCOc2ccccc2OC)cc1	-27%
COc1ccc(-n2c3c(c(=O)[nH]c2=O)C(NS(=O)(=O)c2ccc(Cl)cc2)(C(F)(F)F)C(=O)N3)cc1 (stereo not given)	24%
CC(=O)c1ccc(Oc2ncnc3c2oc2ccccc23)cc1	-32%
CC(=O)N1CCCc2cc(S(=O)(=O)N3CCC(C(=O)NC4CCC(C)CC4)CC3)ccc21 (stereo not given)	5%
Cc1cccc(C(=O)N2CCC3(CC2)OCC(C(=O)NCC(C)C)N3C(=O)c2cccc(C)c2)c1 (stereo not given)	19%
O=C(CC1C(=O)NCCN1Cc1c(F)cccc1Cl)NCCCn1cccn1 (stereo not given)	-20%
O=C(O)C(c1c[nH]c2ccc(OCc3ccccc3)cc12)N1CCN(CC(=O)N2CCOCC2)CC1 (stereo not given)	-8%
O=C1COc2ccc(-c3ccc(Cl)cc3)nc2CN1Cc1ccccc1	?

Screening results deposited in PubChem by National Center for Advancing Translational Sciences (NCATS).

Not all compounds are listed (hit frequency here may not be typical).
